Screening data from PubChem.
SRC3 inh: SRC3 coactivator transcriptional activity inhibitors, primary screen, cell-based, luminescence; HEK293 GAL4-SRC3 luciferase reporter; inhibition, % at 3.6 µM; actives 0.17% (n = 360,000); AID 588352, 2011;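 active = inhibition above a per-campaign cutoff, the mean of all compounds plus 3 SD, cut at about 60% in these data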;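 also: 0% = DMSO-treated cells and 100% = gossypol-treated cells at 36 µM; higher means less SRC3-driven luciferase light from the GAL4 reporter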
TWEAK Fn14 block: inhibitors of TWEAK-Fn14 signaling, primary screen, luciferase reporter cells, uHTS; TWEAK-stimulated Fn14 reporter cells, luciferase luminescence, 8 h; inhibition, % at 10 µM; actives 2% (n = 360,000); AID 1159606, 2016; in the data active = inhibition above about 50%
TLR9-MyD88 inh: inhibitors of TLR9-MyD88 association in cells, primary screen, cell-based, CHO, BLA complementation, fluorescence. actives 0.21% (n = 340,000). CCF4 FRET ratio. Toll-like receptor 9 (Homo sapiens) + Myeloid differentiation primary response protein …. inhibition, % at 4.98 µM;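 active = inhibition above the mean over all tested compounds plus 3 SD, cut at about 21% in these data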;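 also: 0% = DMSO only wells and 100% = clavulanate BLA inhibitor control wells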
NCOA1 inh: SRC1 coactivator transcriptional activity inhibitors, primary screen, cell-based, luminescence; Nuclear receptor coactivator 1 (Homo sapiens), Q15788; HEK293 GAL4-SRC1 luciferase reporter; inhibition, % at 3.6 µM; actives 0.12% (n = 360,000); AID 588354, 2011;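 active = inhibition above the campaign mean plus 3 SD, with each screening campaign given its own cutoff, cut at about 60% in these data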;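 also: 0% = DMSO treated cells and 100% = gossypol at 36 µM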
LRH-1 inv ag: LRH-1 (NR5A2) inverse agonists, primary screen, cell-based, luminescence, HEK293T, StAR-luciferase reporter; LRH-1 transfected, 24 h; inhibition, % at 3.6 µM; actives 0.13% (n = 360,000);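 active = inhibition above the mean inhibition of all tested compounds plus 3 SD, cut at about 73% in these data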;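 also: 0% = DMSO wells and 100% = reporter-only cells lacking LRH-1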
Target sequence (O00482 whole entry, looked up): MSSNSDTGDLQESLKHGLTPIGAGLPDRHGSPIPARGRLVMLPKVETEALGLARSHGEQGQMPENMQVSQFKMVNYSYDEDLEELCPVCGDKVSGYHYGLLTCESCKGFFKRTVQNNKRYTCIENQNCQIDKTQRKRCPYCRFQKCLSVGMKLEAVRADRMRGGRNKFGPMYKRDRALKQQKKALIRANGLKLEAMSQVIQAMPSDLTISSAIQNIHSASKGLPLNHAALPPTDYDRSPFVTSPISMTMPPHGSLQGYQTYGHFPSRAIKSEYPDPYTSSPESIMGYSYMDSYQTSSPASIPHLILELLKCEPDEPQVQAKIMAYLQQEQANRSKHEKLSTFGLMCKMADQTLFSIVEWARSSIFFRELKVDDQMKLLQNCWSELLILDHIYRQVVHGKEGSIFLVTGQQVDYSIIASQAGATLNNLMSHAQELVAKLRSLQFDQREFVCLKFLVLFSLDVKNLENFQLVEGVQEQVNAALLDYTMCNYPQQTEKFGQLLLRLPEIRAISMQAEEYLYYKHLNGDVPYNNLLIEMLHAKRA
Granule exo inh: LAMP-1 surface exposure blockers, TALL-104 cells – cell-based, flow cytometry, MLPCN library, primary screen. actives 0.66% (n = 360,000). inhibition, % at 10 µM. TALL-104 LAMP-1 surface exposure; cells stimulated with thapsigargin and PMA;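 active = inhibition above about 55%, limit read from the data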
NCOA2 inhibitor: inhibition of GAL4-SRC2 driven luciferase reporter, primary screen, SRC2 inhibitor project, cell-based, luminescence | actives 0.17% (n = 370,000) | inhibition, % at 9 µM | Nuclear receptor coactivator 2 (Homo sapiens), Q15596 | AID 651957, 2012 | HEK293 GAL4-SRC2 luciferase reporter;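 active = inhibition above the mean inhibition of all tested compounds plus 3 SD, set per campaign, cut at about 52% in these data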;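 also: 0% = DMSO treated cells and 100% = cells given Gossypol at 36 µM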
ABHD5 PLIN5 PPI: ABHD5-PLIN5 interaction inhibitors, primary screen, cell lysate, split luciferase complementation, luminescence | Split G. princeps luciferase complementation, 4 h | inhibition, % at 4 µM | Perilipin-5 (Homo sapiens) + 1-acylglycerol-3-phosphate O-acyltransferase ABHD5 (Homo … | actives 0.78% (n = 360,000);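 active = inhibition above the mean inhibition across every tested compound plus 3 SD, cut at about 22% in these data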;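 also: 0% = DMSO only wells and the 100% control is not disclosed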
NOD2 RIPK2 PPI: NOD2-RIPK2 binding disruptors in cells, primary screen, fluorescence, CHO cells, BLA complementation; actives 0.38% (n = 360,000); Receptor-interacting serine/threonine-protein kinase 2 (Homo sapiens), O43353; inhibition, % at 4.98 µM; CCF4 ratio; in the data active = inhibition above about 21%;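 also: 0% = vehicle only and 100% = reference blocker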
Target sequence (O43353 whole entry, looked up): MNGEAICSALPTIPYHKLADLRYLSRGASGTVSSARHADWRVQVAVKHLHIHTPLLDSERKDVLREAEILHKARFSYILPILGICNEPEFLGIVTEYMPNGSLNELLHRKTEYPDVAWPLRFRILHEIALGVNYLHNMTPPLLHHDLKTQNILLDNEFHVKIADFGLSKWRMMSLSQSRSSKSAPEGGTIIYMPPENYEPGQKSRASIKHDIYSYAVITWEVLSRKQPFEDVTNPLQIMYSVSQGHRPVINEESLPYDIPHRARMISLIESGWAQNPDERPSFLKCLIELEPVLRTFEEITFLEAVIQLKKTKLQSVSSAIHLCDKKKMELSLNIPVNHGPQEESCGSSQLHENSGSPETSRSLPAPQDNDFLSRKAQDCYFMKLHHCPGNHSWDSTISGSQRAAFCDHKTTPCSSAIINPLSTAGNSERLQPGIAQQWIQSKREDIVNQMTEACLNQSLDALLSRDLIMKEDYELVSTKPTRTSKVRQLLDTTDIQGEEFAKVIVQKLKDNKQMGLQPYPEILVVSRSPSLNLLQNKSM
NR2F2 inh: NR2F2 transcriptional activity inhibitors, primary screen, cell-based, luciferase reporter, HEK293T, luminescence | actives 0.7% (n = 370,000) | AID 686940, 2013 | HEK293T NGFI-A luciferase reporter | inhibition, % at 8.6 µM;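 active = inhibition above a per-plate cutoff, mean inhibition of test wells between control levels plus 3 SD, cut at about 38% in these data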;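 also: cells cotransfected with COUP-TFII expression vector driving the NGFI-A reporter; 0% = median of COUP-TF2 test wells and 100% = reporter-only cells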
TROY NFkB inh: inhibitors of TROY-driven NF-kB signaling, primary screen, Q293 LMP1-TROYcd cells, NF-kB luciferase, uHTS. Q293 LMP1-TROYcd NF-kB luciferase reporter, 4 h. inhibition, % at 10 µM. actives 0.98% (n = 360,000);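 active = compounds whose plate-normalised and pattern-corrected inhibition of the luciferase reporter signal at the single screening dose is 50% or more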
Active calls of the source: *; . = no result given. Not all compounds are listed; count on the stated rates, not on these rows.

SMILES	SRC3 inh	TWEAK Fn14 block	TLR9-MyD88 inh	NCOA1 inh	LRH-1 inv ag	Granule exo inh	NCOA2 inhibitor	ABHD5 PLIN5 PPI	NOD2 RIPK2 PPI	NR2F2 inh	TROY NFkB inh
CCOC(=O)[C@H]1[C@H]2COc3ccc(C)cc3[C@@H]2N2C(=O)[C@@H](C)NC(=O)[C@@]12C	-17	-4	1	3	5	0	-17	-1	-4	-4	-2
CC(NC(=O)CNC(=O)c1sc2ccccc2c1Cl)c1ccc(S(N)(=O)=O)cc1 (stereo not given)	-1	-7	-9	-16	-6	-4	4	4	-2	13	-23
COC(=O)c1ccc(CSc2nc3c(cnn3-c3ccc(Cl)cc3)c(=O)[nH]2)o1	-5	-3	-4	-3	15	5	7	2	-15	4	34
O=C(Cn1ncc(Cl)c(Cl)c1=O)NCC1CCCCC1	-63	97*	11	-42	-44	22	-35	11	21*	1	-1
COc1ccc(OC)c(C(=O)c2coc3ccc(OCC(=O)O)cc23)c1	-11	3	-4	-7	4	-1	-1	-1	-2	13	4
Cc1cccc2cc(CN(C(=O)c3cccs3)c3ccccc3)c(=O)[nH]c12	16	16	-2	-14	-23	0	-43	2	-10	-13	4
CC(CCc1ccccc1)NC(=O)c1ccc(-n2cncn2)c([N+](=O)[O-])c1 (stereo not given)	-7	2	-1	14	-3	-4	1	-1	-2	-19	-7
CCn1cc(Cl)c(C(=O)NNC(=O)CCn2cc([N+](=O)[O-])cn2)n1	4	-10	-2	3	-16	0	7	4	-1	9	-8
N#C/C(=C(/O)CCl)c1nc(-c2ccccc2)cs1	-14	21	-16	-36	-8	0	-29	1	-1	-12	-5
CN(C)/C=C(/C(=O)c1ccc(F)cc1)S(=O)(=O)c1ccc(F)cc1	-59	-37	1	-21	-27	-2	-31	1	-11	-20	-34
COc1cccc(NC(=O)CN(C)C(=O)c2cc(S(=O)(=O)N3CCCCCC3)ccc2OC)c1	2	-4	-5	6	-26	9	-2	-2	0	6	11
CCC(C)NC(=O)Cn1nc([N+](=O)[O-])c(Cl)c1C (stereo not given)	-6	-7	-1	-8	1	2	3	-5	0	9	-5
O=C(Nc1cc(F)ccc1F)C1CCCN1S(=O)(=O)c1cccc2nsnc12 (stereo not given)	-1	4	6	12	-5	-2	0	12	-10	7	12
O=C(NC1CC1)C1=C[C@@H](c2ccc(C(F)(F)F)cc2)C[C@@H](OCCCCO)O1	-1	-6	-2	-12	-11	-2	-22	3	-4	1	-36
COc1ccc([N+](=O)[O-])cc1NC(=O)C(C)OC(=O)/C=C/c1ccco1 (stereo not given)	15	-2	4	5	-1	-2	-8	-1	-3	-6	-12
COc1ccc(C(=O)N2CCN(c3ccccc3Cl)CC2)cc1S(=O)(=O)NC1CC1	-10	15	2	0	-16	1	-14	9	-7	7	22
O=C(NCc1ccccc1)[C@@H]1C[C@H]1[C@@H](NP(=O)(c1ccccc1)c1ccccc1)c1ccccc1	-3	17	5	4	11	-8	2	5	-3	-1	-11
CC(C)(C)c1ccccc1NC(=O)Nc1nc(C(N)c2ccccc2Cl)cs1 (stereo not given)	5	-77	.	-7	-5	10	-17	6	-3	0	1
Cc1cc(Br)ccc1NC(=O)c1ccccc1-c1ccccc1	19	-12	-10	5	17	4	-5	-10	-7	16	-10
COc1ccc(/C=N/Nc2nc(C)cc(-c3ccccc3)n2)cc1OC	-16	8	-2	10	3	-3	-17	1	5	1	7
CCN(CC)C(=O)c1sc2nc(-c3cccs3)cc(-c3ccc(Cl)cc3)c2c1N	-2	-5	18	-1	-8	2	-34	-11	-9	17	16
O=C(N1CCOCC1)N1CCN(S(=O)(=O)c2ccc(F)cc2)CC1	-6	-3	-1	-6	9	14	-3	0	-8	-10	11
Cc1ccc(C)c(Nc2cc(C(=O)NCc3cccnc3)c3ccccc3n2)c1	0	14	3	0	18	-3	-4	-2	-9	4	6
Fc1cccc(Cc2c(C3CCCCC3)nc3c4ccccc4ccn23)c1	.	-23	.	.	-13	3	-21	-4	-10	-34	-71
COC(=O)c1c(C)[nH]c(C(=O)C(C)Sc2nnc(-c3cc(OC)c(OC)c(OC)c3)o2)c1C (stereo not given)	12	9	-14	-11	-3	3	10	-1	-7	-11	14
O=C(OCC(=O)N1CCN(S(=O)(=O)c2ccc(Cl)cc2)CC1)c1cc(Br)ccc1O	3	-5	0	-6	4	-2	9	-13	-5	-11	14
O=C(CN1CCN(C(=O)c2ccco2)CC1)Nc1ccc2c(c1)OCO2	-7	-12	-1	8	15	-2	12	-2	-11	4	2
CCOC(=O)n1c(O)c(N=NC(N)=S)c2cc(C)ccc21	11	2	4	-9	8	0	-11	1	-2	-12	3
CCCN1C(=O)/C(=C2/C=Cc3ccccc3N2CC)SC1=S	25	9	-7	-4	7	0	19	6	-12	-3	1
Cc1cc(C)cc(N(CC(=O)NC2CCCCCC2)S(=O)(=O)c2c(C)[nH]c(=O)[nH]c2=O)c1	16	0	1	1	7	0	-4	2	-3	2	10

Records listed so far that bear a hit mark in NOD2 RIPK2 PPI:
molecule	SRC3 inh	TWEAK Fn14 block	TLR9-MyD88 inh	NCOA1 inh	LRH-1 inv ag	Granule exo inh	NCOA2 inhibitor	ABHD5 PLIN5 PPI	NOD2 RIPK2 PPI	NR2F2 inh
O=C(Cn1ncc(Cl)c(Cl)c1=O)NCC1CCCCC1	-63	97*	11	-42	-44	22	-35	11	21*	1

The list goes on:
SMILES	SRC3 inh	TWEAK Fn14 block	TLR9-MyD88 inh	NCOA1 inh	LRH-1 inv ag	Granule exo inh	NCOA2 inhibitor	ABHD5 PLIN5 PPI	NOD2 RIPK2 PPI	NR2F2 inh	TROY NFkB inh
COc1ccc(CCNC(=O)c2n[nH]c(=O)c3ccccc23)cc1	-33	-2	-4	-2	9	-2	6	1	-3	-9	22
Cc1oc(-c2ccccc2F)nc1CN1CCC(C(=O)NCCC2=CCCCC2)CC1	-10	19	8	4	-2	2	24	1	-3	12	-7
Cc1cccc(NC(=O)c2ccccc2C(=O)Nc2cccc(C)c2)c1	-1	-3	-3	-18	9	4	-17	-8	-2	-9	-17
COCCNCC#CCOc1ccc(OC)cc1	10	-13	-6	2	1	-2	-23	-1	-4	-15	-1
CC(=O)Nc1nc2ccc(S(=O)(=O)N3CCCC3)cc2s1	-1	17	12	5	18	-3	8	2	0	-12	-14
O=C(CN1C(=O)CCC1=O)Nc1ccc(Br)cc1	-13	3	5	2	43	-2	-8	2	-9	3	2
COc1ccc(C(=O)ON=C2CCN(c3ccc([N+](=O)[O-])cc3)CC2)cc1	4	-11	-2	-11	27	-6	-39	0	-7	-13	30
CC(=O)c1c(C)[nH]c(C(=O)OCc2cccc(Cl)c2)c1C	-20	-15	-13	-38	-37	-2	-9	-2	-1	-9	4
CCOc1ccccc1NS(=O)(=O)c1cccs1	18	-3	-4	0	-8	3	17	0	0	2	6
Cc1cc(C)c(C(=O)N2CCCC(N3CCN(c4cccc(C(F)(F)F)c4)CC3)C2)o1 (stereo not given)	15	0	6	8	20	4	15	0	0	29	20
CCOc1cccc(C(=O)Nc2ccc(NC(=O)c3cc4ccccc4o3)c(OC)c2)c1	-3	-67	-8	6	3	-6	-11	6	3	9	-10
CCN(CC)CC(=O)Nc1sc(C)cc1C(=O)c1ccccc1	-8	-29	2	-2	20	14	-14	0	-9	10	2
CCOC(=O)C1(CCCc2ccccc2)CCN(C(=O)CCC2=NNC(=O)CC2)CC1	4	-8	1	-35	3	1	2	-1	-3	27	-15
Cc1cnc(NC(=O)CSc2nnc(-c3ccccc3)n2Cc2ccccc2)s1	-12	4	-1	12	1	-5	-7	0	-11	21	6
Cc1c(NC(=S)NC(=O)C(C)(C)C)c(=O)n(-c2ccccc2)n1C	3	-21	8	-7	6	0	-4	1	-6	-18	12
O=C(CNS(=O)(=O)c1ccccc1)NCc1ccccn1	-22	0	-10	1	3	-1	2	-1	-3	16	4
Cc1sc2ncn(CC(=O)N3CCC(C(N)=O)CC3)c(=O)c2c1S(=O)(=O)N1CCOCC1	4	4	3	1	8	-6	-24	3	-8	-10	-18
CCOc1ccc(-c2nnc(SCC(=O)NC3CC3)o2)cc1	-22	11	-1	-41	-34	2	9	8	1	-14	-12
CCNC(=S)N/N=C(\C)c1cccc(OC)c1	19	19	4	7	-1	-4	-30	1	-7	-6	18
Cc1nnc(NC(=O)Cn2nc(C)c3ccccc3c2=O)s1	7	-3	6	-1	11	-2	6	2	-7	6	-9
CCCc1ccc(-c2cc(NC(=O)CSc3nnc(N)s3)n(-c3ccccc3)n2)cc1	-46	-4	-9	-86	-141	4	-31	2	-2	-39	-43
Cc1cnc(C(=O)Nc2ccccc2-n2cccc2)cn1	-14	1	-2	-1	25	-2	-14	2	-6	21	-28
O=C(NCCO)/C(=C\c1cccc([N+](=O)[O-])c1)NC(=O)c1cccs1	1	-23	2	5	9	-5	0	-1	0	-7	-7
Cn1ncc(Cl)c1C(=O)N1CCN(c2ncccn2)CC1	8	1	-6	3	7	-6	-30	4	-8	0	-1
CCN(CC)C1CCCCC1NS(=O)(=O)c1ccc(Cl)cc1 (stereo not given)	1	7	-9	2	21	-7	13	8	10	5	-12
O=Cc1c(-c2ccc(F)cc2)nc2ccccn12	-14	-15	-15	-19	0	1	-8	-2	-8	3	0
O=C(CCSc1nnc(-c2ccncc2)o1)Nc1ccc(Cl)cc1	-5	4	12	-30	-7	0	24	6	3	-5	13
O=C(CCC(=O)c1ccc(F)cc1)OC1CCOC1=O (stereo not given)	7	13	-4	-8	-21	-1	-6	1	-3	-2	-14
Cc1cccc(C)c1NC(=O)NC1(C(=O)N2CCCCC2)CCCCC1	15	36	-5	8	2	20	3	6	-11	30	1
O=C(NCc1ccccn1)Nc1ccc(Cl)c(Cl)c1	-25	-15	3	-8	-39	2	-18	0	-6	-8	-58
CCN(CC)S(=O)(=O)c1cccc(NC(=O)COC(=O)c2ccc(Br)o2)c1	1	6	6	-6	-5	-2	-9	6	6	-5	18
COc1ccccc1Cc1c(-c2ccco2)nc2ccc(Cl)cn12	-6	15	.	-24	-22	82*	-22	27*	-16	-10	-5
CCCCn1c(SCC(=O)Nc2nnc(C)s2)nc2c1c(=O)n(C)c(=O)n2C	22	12	5	9	7	-2	-20	0	21	-7	12
COc1ccc(NC(=O)c2ccc(COc3ccccc3OC)o2)cc1OC	8	-26	-1	-10	5	2	-29	-1	-10	5	-11
NC(=O)CSc1ccc(S(=O)(=O)N2CCCCC2)cn1	7	6	-13	-5	11	2	25	-5	-10	-7	9
Cc1occc1C(=O)NCCCCNC(=O)c1ccoc1C	-11	11	-7	3	7	3	20	8	1	-7	8
